TSHR antagonist – human thyrotropin receptor antagonism | TSHR-expressing cells, TSH-stimulated cAMP HTRF, 2 h; hits give low values | AID 504810 | 330,000 tested, 0.2% active | activity change, negative = inhibition, % at 11.5 µM;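 active = activity change below a set negative limit, meaning inhibition stronger than a set level, cut at about -70% in these data; inconclusive = activity change between two set negative limits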; also: % is scaled to controls: 0 for no effect and ±100 for the full control effect
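Antagonism was scored as loss of TSH-driven cAMP in TSHR cells, stimulated with 4nM TSH (EC80) for 2 hours at 37 deg C and detected by homogeneous HTRF competition immunoassay.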
ASM inhibitor – human S-ASM enzyme inhibition. 340,000 tested, 0.006% active. placental ASM, HMU-PC fluorogenic substrate, 60 min. Potency, µM (series often up to 57.5 µM), for inactives: at the highest dose activity change, negative = inhibition, most hits filed as inhibitors; also: potency is read from the fitted curve at half-maximal effect
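Human placenta-derived ASM enzyme was preincubated with compound for 10 minutes at room temperature, then given fluorogenic substrate HMU-PC0 (9 uM final) for 60 minutes at 37 °C; a pH 10 stop preceded fluorescence reading at Ex 386/Em 447 nm.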
Menin MLL FP TR – inhibitors of human menin-MLL interaction, mutant MLL peptide; Potency, µM (highest dose often 61.6 µM), inactives show at the top dose FP activity change, negative = inhibition, actives largely listed as inhibitors; Menin + Texas Red MLL mutant peptide, fluorescence polarization; 270,000 tested, 0.23% active; active = well fitted inhibition curve with a large enough effect in the polarisation, with a control signal flat, not every such curve was filed as active; inconclusive = small, poorly fitted or top-dose-only effect, or effect the other way, or a change in a side signal; inactive = no such curve, though single readings can be large or run the other way; the % refers to the polarisation; also: potency is read from the fitted curve at half-maximal effect; % of control where 0% means no effect; many of its hits are not listed in these tables
KCNH2 WT inh – inhibitors of human wildtype KCNH2 potassium channel. Q12809. U2OS, BacMam KCNH2, thallium flux FluxOr; hits give low values. activity change, % at 1.84 µM. 340,000 tested, 0.37% active;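 active = maximum activity change below -70%; inconclusive = maximum activity change between -70% and -50%; inactive = maximum activity change above -50%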; also: % is scaled to controls: 0 for no effect and ±100 for the full control effect
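U2OS cells transduced with wild-type KCNH2 virus are loaded with FluxOr dye for 45 min, and thallium flux is measured in kinetic reads before and after stimulation buffer. Rate constants are normalized to DMSO controls.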
BCR signal inh – chronic active BCR signaling inhibition; ABC-DLBCL IkBa-CBG/CBR reporter, luminescence ratio, 4 h; Potency, µM (doses to about 46.1 µM), inactives show at the highest dose ratio change, negative = lower green/red ratio, most hits filed as inhibitors; 340,000 tested, 0.05% active; active = well fitted inhibition curve with a large enough effect in the signal ratio, with a control signal flat, not every such curve was filed as active; inconclusive = small, poorly fitted or top-dose-only effect, or effect the other way, or a change in a side signal; the % refers to the signal ratio;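 also: potency is read from the fitted curve at half-maximal effect; plate controls were basal doxycycline-induced cells for no effect and cells given 10 µM MG132 for full effect; MG132 reads +100%, hits lower the ratio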
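TMD8 ABC-DLBCL cells carrying doxycycline-inducible green luciferase fused to IkappaBalpha plus unfused red luciferase were exposed to compounds (up to 46 uM) for 4 hrs at 37C. Activity came from the overlap-corrected green/red luminescence ratio.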
Eya2 phos inh – inhibitors of human Eya2 phosphatase activity. AID 488837. O00167. recombinant Eya2, OMFP fluorescence dephosphorylation (OMFP is methylfluorescein phosphate). 330,000 tested, 0.006% active. Potency, µM (titrated, usually from 76.9 µM), for the others: top-dose activity, negative = inhibition, most hits filed as inhibitors; also: potency is read from the fitted curve at half-maximal effect; % is scaled to controls: 0 for no effect and ±100 for the full control effect
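Eya2 (0.2 uM) preincubated 10 min at ambient with compound, then OMFP substrate added at 50 uM; 10 min reaction in 50 mM HEPES pH 7.5, 50 mM NaCl, 5 uM MgCl2, 0.05% BSA, 1 mM DTT. Fluorescence read at Ex 485/Em 525 nm.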
GALK inh – inhibitors of human galactokinase; Potency, µM (series often up to 57.5 µM), for the others: at the top dose activity change, negative = inhibition, actives largely listed as inhibitors; Purified GALK, Kinase-Glo residual ATP luminescence; 270,000 tested, 0.007% active; AID 1868; P51570; also: potency is read from the fitted curve at half-maximal effect; % is scaled to controls: 0 for no effect and ±100 for the full control effect
Target sequence (P51570 whole entry, looked up): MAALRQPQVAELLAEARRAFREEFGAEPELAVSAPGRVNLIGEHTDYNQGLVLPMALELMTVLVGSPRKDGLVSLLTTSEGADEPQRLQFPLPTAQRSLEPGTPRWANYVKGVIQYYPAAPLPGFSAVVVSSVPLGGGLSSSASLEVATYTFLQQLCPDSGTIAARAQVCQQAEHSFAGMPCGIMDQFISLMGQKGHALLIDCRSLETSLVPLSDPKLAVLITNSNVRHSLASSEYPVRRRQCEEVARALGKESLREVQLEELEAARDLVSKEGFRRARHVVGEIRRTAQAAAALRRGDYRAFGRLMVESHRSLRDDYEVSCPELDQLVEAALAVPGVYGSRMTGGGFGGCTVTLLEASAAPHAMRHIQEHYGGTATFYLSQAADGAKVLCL
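The enzyme phosphorylates galactose (100 uM) using ATP (35 uM); inhibition is detected as higher residual ATP, quantified by bioluminescence after 1 h reaction at room temperature, pH 8.0.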
USP2a block – blocks human ubiquitin-specific protease USP2a; USP2 core, Ub-CHOP2 coupled fluorogenic reporter, 485/531; Potency, µM (highest dose often 38.3 µM), for inactives: top-dose activity change, negative = inhibition, usual class: inhibitors; 330,000 tested, 0.01% active;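 also: potency is read from the fitted curve at half-maximal effect; plate controls were DMSO wells for no effect and full inhibition by NEM control for full effect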
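Cell-free coupled assay: 10nM USP2 core preincubated 30min RT with compound in Tris-HCl pH 8.0/CaCl2/CHAPS buffer, then 25nM Ub-CHOP2 and 25nM reporter substrate; fluorescence (Ex 485/Em 531) read after 60min RT, normalized to NEM inhibition, concentration-response curves fitted.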
Mito fusion yeast – inhibitors of mitochondrial division or activators of mitochondrial fusion | S. cerevisiae fusion-defective mutant growth rescue, CellTiterGlo 48 h | Potency, µM (series often up to 46.1 µM), for inactives: top-dose growth rescue (activation), hits mostly activators | 320,000 tested, 0.23% active;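 also: potency is read from the fitted curve at half-maximal effect; % of control where 0% means no effect; nearly all actives have a fitted effect of over 45% in size; temperature-sensitive fusion mutants such as fzo1-1 at 37 °C on non-fermentable ethanol glycerol medium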
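Temperature-sensitive fusion-defective S. cerevisiae (e.g. fzo1-1, mgm1-5) were grown with compound in YPEG medium (3% ethanol, 3% glycerol) for 48 hours at 37C. Growth rescue was measured as viability by CellTiterGlo luminescence after 10 minutes at ambient.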
MBNL1 CUG block – blocks human MBNL1 binding to CUG repeat RNA | 280,000 tested, 0.036% active | Potency, µM (top dose mostly 57.5 µM), inactives show at the highest dose activity change, negative = inhibition, most hits filed as inhibitors | TR-FRET MBNL1-His/biotin-(CUG)12 binding, 665/545 ratio | AID 2675; active = well fitted inhibition curve with a large enough effect in the signal ratio, with a control signal flat, not every such curve was filed as active; inconclusive = small, poorly fitted or top-dose-only effect, or effect the other way, or a change in a side signal; inactive = no such curve, though single readings can be large or run the other way; the % refers to the signal ratio; also: potency is read from the fitted curve at half-maximal effect; % is scaled to controls: 0 for no effect and ±100 for the full control effect
Target sequence (Q9NR56 whole entry, looked up): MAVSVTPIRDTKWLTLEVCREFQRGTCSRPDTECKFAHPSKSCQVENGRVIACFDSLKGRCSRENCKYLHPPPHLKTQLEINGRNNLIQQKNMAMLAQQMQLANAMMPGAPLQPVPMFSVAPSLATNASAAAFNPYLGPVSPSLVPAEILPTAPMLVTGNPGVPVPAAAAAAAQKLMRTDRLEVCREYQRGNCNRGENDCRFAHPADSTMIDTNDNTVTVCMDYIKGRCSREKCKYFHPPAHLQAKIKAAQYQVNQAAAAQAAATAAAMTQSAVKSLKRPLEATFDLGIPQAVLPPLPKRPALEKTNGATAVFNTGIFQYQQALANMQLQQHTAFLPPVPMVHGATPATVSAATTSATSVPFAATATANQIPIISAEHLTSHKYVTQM
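His-tagged MBNL1 binding to biotinylated (CUG)12 RNA was measured by TR-FRET using terbium anti-His antibody (0.055 ng/ul final) and streptavidin-XL665 (5 nM final). Compounds were titrated 92 nM to 58 uM; 60 min at room temperature.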
PKM2 activator – activators of human pyruvate kinase M2; AID 1631; Potency, µM (highest dose often 57.5 µM), inactives show top-dose activation, actives largely listed as activators; 260,000 tested, 0.34% active; P14618; purified PKM2, Kinase-Glo ATP luminescence, activation; response scale: 0% is enzyme alone, no compound; also: potency is read from the fitted curve at half-maximal effect; % is scaled to controls: 0 for no effect and ±100 for the full control effect; nearly all actives have a fitted effect of over 55% in size
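Kinase-Glo luminescence reports ATP generated from ADP (0.1 mM) and PEP (0.5 mM) by purified hPK-M2 after 1 h at room temperature, pH 7.2 imidazole buffer; intermediate enzyme activity allows detecting inhibitors and activators.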
An asterisk follows results filed as active; u = inconclusive; x = no result given; [ ] = another dose, or the depositor's remark. Unless noted, calls follow the shape of the dose curve; as a rule, active = well fitted curve in the direction sought with a large enough effect; inconclusive = small, poorly fitted or top-dose-only effect, or another doubt; inactive = no such curve, though single readings can be large; an effect the other way counts as inactive or inconclusive.

No.	mol	TSHR antagonist	ASM inhibitor	Menin MLL FP TR	KCNH2 WT inh	BCR signal inh	Eya2 phos inh	GALK inh	USP2a block	Mito fusion yeast	MBNL1 CUG block	PKM2 activator
1	COc1cccc(C(=O)NC(=S)Nc2ccc(N3CCCC3)cc2)c1	-10.3	-19.9%	u	1.6	u	16.9%	0.8%	-1.2%	-5.7%	-9.8%	0.4%
2	CC1OC(Oc2ccc3ccc(=O)oc3c2-c2c(O)ccc3cc(Oc4ccc5ccc(=O)oc5c4)c(=O)oc23)C(O)C(O)C1O (configuration not stated)	-3.3	67.9%[activator]	2.4%	-6.2	u	5.2%	x	2.7%	0.5%	u	-4.3%
3	CCC(C)[C@H](NC(=O)c1cc2cc(Cl)ccc2n1C)C(=O)N1CCC(C(=O)O)CC1 (some centres not stated)	-5.7	-3.7%	19.4%	0.5	7.3%	0.0%	x	2.5%	-19.9%	-2.8%	x
4	CSCC[C@@H](C(=O)NCc1cccs1)N1Cc2ccccc2C1=O	7.8	6.3%	-0.1%	6.9	4.6%	12.5%	2.6%	-2.2%	1.1%	5.5%	0.1%
5	Nn1c(SCC(=O)Nc2ccc(N3CCOCC3)cc2)nnc1-c1ccccc1F	-3.0	2.7%	x	-9.6	7.7%	-6.2%	x	0.2%	1.3%	x	x
6	O=C(CN1C2=NCCN2c2ccccc21)c1ccc(Br)s1	13.8	-0.7%	-6.2%	-2.0	-4.8%	5.7%	0.7%	5.2%	-4.8%	-1.2%	0.2%
7	C#CC(=O)N(c1cccc(OC)c1)C(C(=O)NC1CCCC1)c1cccs1 (configuration not stated)	u	1.8%	-21.3%	-4.3	u	-5.9%	-1.6%	-5.6%	-4.0%	-8.6%	-0.9%
8	CCc1ccc([C@@H]2C[C@H]3CN(Cc4ccccc4OC)C(=O)[C@]34CCCN24)cc1	2.2	-3.0%	u	43.8	u	-14.0%	-0.7%	-0.1%	1.7%	-1.0%	0.9%
9	Cc1ccc(Cl)c(OC(=O)c2nn(C(C)C)c(=O)c3ccccc23)c1	4.2	-9.5%	-8.1%	-40.7	u	6.3%	1.4%	1.7%	3.7%	22.0%	7.2%
10	O=C(O)c1c[nH]c2ccc(S(=O)(=O)N3CCOCC3)cc12	13.8	-1.7%	-2.6%	-0.3	4.3%	-0.1%	4.2%	2.5%	-3.3%	-4.3%	3.2%
11	O=C(CCN1C(=O)C2CCCCC2C1=O)N1CCN(S(=O)(=O)c2c(F)cccc2F)CC1 (configuration not stated)	2.8	2.1%	x	1.7	u	3.1%	x	1.2%	-1.7%	x	x
12	Cc1cc(=O)oc2cc(OC(C)C(=O)NCC3CCCO3)ccc12 (configuration not stated)	-2.3	10.7%	1.9%	0.7	u	-15.8%	1.7%	1.7%	3.6%	-1.7%	4.5%
13	COC(=O)c1nc2n(n1)C(c1ccc(OC)c(OC)c1OC)C1=C(CCCC1=O)N2 (configuration not stated)	26.6	4.9%	-4.0%	-5.4	7.1%	2.4%	-2.0%	-1.5%	2.8%	-12.0%	-10.2%
14	CC(C)(C)c1ccc(NC(=O)c2cc[n+]([O-])cc2)cc1	-4.5	u	0.3%	3.6	2.1%	-12.9%	0.5%	-2.7%	1.8%	12.4%	x
15	COc1ccccc1CN1CCNC(=O)C1CC(=O)NCc1c(C)n[nH]c1C (configuration not stated)	-4.0	2.7%	4.7%	-0.9	u	4.5%	-0.7%	2.0%	13.1%	-15.8%	18.7%
16	COc1ccc(-c2cn[nH]c2-c2ccc(O)cc2O)cc1OC	-1.5	1.6%	23.1%	0.0	-14.5%	-4.8%	x	-6.2%	-9.7%	-5.5%	x
17	CC(CCc1ccccc1)NC(=O)C1CCN(C(=O)c2sccc2-n2cccc2)CC1 (configuration not stated)	16.8	2.9%	0.4%[11.7 µM]	23.8	-1.5%	15.8%	2.0%	-1.0%	-1.8%	-2.8%	-10.1%
18	CCOC(=O)N1CCN(C2=Nc3cccc4cccc2c34)CC1	0.5	-9.1%	-18.3%	26.6	5.7%	-4.3%	3.2%	0.7%	2.6%	u	1.0%
19	COc1ccc(NC2CCCN(C(=O)CCCN3CCCCC3=O)C2)cc1 (configuration not stated)	0.9	3.5%	8.3%	3.6	0.0%	-7.1%	5.7%	1.8%	0.2%	-4.6%	x
20	O=C(Cn1cc2c(n1)CCCC2)NCCc1ccccc1	-4.6	4.4%	2.8%	-2.2	10.7%	-2.5%	-1.6%	0.5%	-1.3%	-0.6%	0.9%
21	CCn1c(NC(=O)C2CCCCC2)nc2ccccc21	11.6	-3.1%	6.5%	4.5	-23.8%	4.1%	0.5%	0.1%	0.1%	u	-4.3%
22	CCOC(=O)C(CC)(CC)C(=O)/C=C/c1ccc(Br)cc1	-29.3	-7.3%	-27.0%	12.8	-21.6%	-10.4%	-3.8%	0.5%	-1.6%	4.1%	0.9%
23	Cc1cc(C)cc(OCC(=O)OCc2cc([N+](=O)[O-])cc3c2OCOC3)c1	-16.3	-3.7%	x	-5.7	1.0%	1.8%	x	2.0%	x	x	x
24	CCOC(=O)c1c(NC(=O)c2ccco2)n(C2CCCCC2)c2nc3ccccc3nc12	77.2	205.3%[activator]	-1.5%	-9.3	u	2.4%	2.9%	0.1%	12.1%	21.1%	6.0%
25	CC(=O)Nc1c(-c2ccccc2)nc2ncccn12	-1.6	144.8%[activator]	-1.0%	3.9	u	3.8%	0.0%	0.8%	-2.1%	2.9%	-1.7%
26	N#CCCN(Cc1cccnc1)C(=O)Nc1ccc(Cl)c(Cl)c1	5.8	-0.4%	17.0%	-5.5	u	-8.2%	2.9%	-0.6%	-1.8%	1.9%	-1.8%
27	O=C(NCc1ccco1)C(=O)NCC1OCCN1S(=O)(=O)c1ccc(Cl)cc1 (configuration not stated)	-1.1	-2.1%	1.5%	-2.3	-5.3%	-3.6%	x	-1.5%	2.6%	-18.1%	-1.9%
28	Cc1[nH]n(-c2ccc([N+](=O)[O-])cc2)c(=O)c1C=NCCc1ccc(S(N)(=O)=O)cc1	-5.4	-3.7%	18.2%	4.5	u	9.7%	-1.1%	0.0%	-2.3%	13.2%	3.2%
29	COc1ccccc1/C=N/NC(=O)c1ccc(C)nc1	3.5	4.9%	-13.1%	-4.0	-8.1%	-2.6%	0.0%	1.9%	3.0%	3.6%	0.6%
30	O=C(COC(=O)c1ccc(-c2ccc([N+](=O)[O-])cc2)o1)NC(=O)NC1CCCCC1	-9.0	-11.8%	u	0.3	-2.5%	3.7%	0.5%	-9.2%	13.0%	u	-8.7%
31	Cn1[nH]c(C(F)(F)F)c(C=Nc2ccc(Cl)cc2)c1=O	5.3	3.2%	0.1%	-10.7	8.1%	10.9%	7.9%	0.4%	-1.9%	-3.4%	-4.5%
32	COCC(=O)N(Cc1cc2cc(C)ccc2[nH]c1=O)c1cccc(C)c1C	-42.9	-0.2%	u	2.3	-7.9%	-14.4%	-2.2%	0.1%	0.9%	-6.4%	-4.5%
33	CN(C)CCNC(=S)Nc1ccc(Cl)cc1	-4.4	7.6%	10.2%	15.9	3.1%	7.5%	1.1%	0.3%	-11.7%	-6.4%	-0.1%
34	O/N=C(\c1ccccn1)C1CC1c1ccccc1 (configuration not stated)	3.2	1.0%	5.1%	-4.6	-1.2%	16.2%	3.2%	-0.8%	-2.8%	x	1.3%
35	CCCCC(=O)NNC(=S)NC(=O)c1cccc([N+](=O)[O-])c1	7.1	3.9%	u	3.0	7.6%	1.8%	4.7%	-0.9%	-4.0%	u	-7.2%
36	CC(C)(C)c1cn(-c2ccc(Cl)cc2)c(=S)[nH]1	0.3	-2.8%	3.0%	3.1	0.1%	11.1%	3.7%	0.1%	2.1%	129.5%[activator]	-7.8%

Screening results as filed in PubChem BioAssay.

An excerpt (hit frequency here may not be typical).
